DAX1 inh-1: inhibitors of DAX1 repression of SF-1 activated StAR promoter; HEK293T StAR-luciferase reporter, SF-1/DAX-1 repression relief; inhibition, % at 6.8 µM; actives 1.1% (n = 370,000); AID 652010;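 active = inhibition above the mean over all tested compounds plus 3 SD, cut at about 3.6% in these data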;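 note: 0% = DAX-1 cells with DMSO and 100% = cells lacking DAX-1 with DMSO; higher inhibition means more luminescence from relief of DAX-1 repression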
FXN GAA850 act: increases GAA850 frataxin promoter reporter activity; HEK293 lucGAA850 FXN promoter luciferase reporter, 24 h; percent of 10 µM SAHA response; activation, % at 6 µM; actives 0.56% (n = 360,000);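 active = activation above the average of all compounds screened plus 3 SD, cutoff fixed separately per campaign, cut at about 7.5% in these data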;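 note: 0% = DMSO wells and 100% = 10 µM SAHA wells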
DAX1 inh-2: NR0B1 (DAX1) inhibition; P51843; HEK293 Gal4-DAX1 luciferase reporter, luminescence; inhibition, % at 6.75 µM; actives 0.99% (n = 340,000); AID 504766;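 active = inhibition above the mean over all tested compounds plus 3 SD, cut at about 4.2% in these data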;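 note: 0% = DAX1-transfected cells with DMSO and 100% = empty-vector control cells with DMSO; inhibition shows as a rise in luminescence from relieved DAX1 repression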
Target sequence (P51843 207-470 limits assumed): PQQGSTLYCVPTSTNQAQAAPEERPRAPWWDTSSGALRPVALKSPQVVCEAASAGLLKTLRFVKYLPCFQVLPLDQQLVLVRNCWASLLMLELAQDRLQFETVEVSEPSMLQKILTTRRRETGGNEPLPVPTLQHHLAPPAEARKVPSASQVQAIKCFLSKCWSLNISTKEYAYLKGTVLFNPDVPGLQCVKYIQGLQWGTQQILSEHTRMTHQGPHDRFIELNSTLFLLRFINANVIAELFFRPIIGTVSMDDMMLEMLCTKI
ADAM17 inh: inhibits human ADAM17; P78536; recombinant ADAM17, EDANS/DABCYL FRET peptide cleavage; inhibition, % at 6.95 µM; actives 0.83% (n = 370,000); AID 720648;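 active = inhibition above the mean of compounds lying between control limits plus 3 SD, set per campaign, cut at about 8.5% in these data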;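 note: 0% = DMSO-only wells as the low control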
Target sequence (P78536 215-824 limits assumed): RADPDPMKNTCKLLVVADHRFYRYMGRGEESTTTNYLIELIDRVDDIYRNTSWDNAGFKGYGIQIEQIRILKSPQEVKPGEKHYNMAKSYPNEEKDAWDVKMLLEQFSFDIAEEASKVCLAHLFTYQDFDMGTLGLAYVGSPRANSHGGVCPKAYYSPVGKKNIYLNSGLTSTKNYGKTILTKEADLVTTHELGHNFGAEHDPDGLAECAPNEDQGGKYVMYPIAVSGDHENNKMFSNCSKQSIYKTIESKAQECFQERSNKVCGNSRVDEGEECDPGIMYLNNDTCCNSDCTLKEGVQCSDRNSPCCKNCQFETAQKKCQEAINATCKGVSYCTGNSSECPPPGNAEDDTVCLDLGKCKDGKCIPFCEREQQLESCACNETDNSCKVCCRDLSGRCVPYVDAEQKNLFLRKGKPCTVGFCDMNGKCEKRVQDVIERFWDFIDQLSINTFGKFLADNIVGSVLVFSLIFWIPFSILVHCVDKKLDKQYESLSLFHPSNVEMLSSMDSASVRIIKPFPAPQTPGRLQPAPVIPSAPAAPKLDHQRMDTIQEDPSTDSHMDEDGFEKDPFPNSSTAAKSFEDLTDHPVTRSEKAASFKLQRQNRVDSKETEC
PG9 binder: PG9 antibody binding by small molecule; TR-FRET gp120-PG9 antibody binding; actives 0.43% (n = 360,000); inhibition, % at 6.7 µM; in the data active = inhibition above about 8.5%
ssDAF12 agonist: activators of S. stercoralis DAF-12 nuclear receptor. HEK293 ssDAF-12/GRIP1 lit1-tk-luc reporter, luminescence; % of 3 µM dafachronic acid response. activation, % at 6.8 µM. actives 1% (n = 370,000);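 active = activation above the mean over all tested compounds plus 3 SD, cut at about 0.9% in these data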;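 note: 0% = DMSO-only wells and 100% = 3 µM delta7-dafachronic acid wells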
ADAM10 inh: ADAM10 inhibition, QFRET primary screen; recombinant ADAM10, EDANS/DABCYL FRET peptide cleavage, 3 h; AID 720582; O14672; actives 0.62% (n = 370,000); inhibition, % at 7 µM;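 active = inhibition above a per-campaign cutoff equal to the mean of compounds falling between control-based bounds plus 3 SD, cut at about 20% in these data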;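 note: 0% = DMSO wells while the 100% control is not disclosed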
hcDAF12 agonist: H. contortus DAF-12 activation, primary screen. actives 1.4% (n = 370,000). activation, % at 6.8 µM. HEK293 hcDAF-12 lit1-tk-luc reporter, luminescence; 0% DMSO, 100% Δ7-dafachronic acid;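 active = activation above the mean of all tested compounds plus 3 SD, cut at about 5.5% in these data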;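 note: 100% = response to 3 µM Δ7-dafachronic acid high control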
hgDAF12 agonist: activates the H. glycines DAF-12 receptor ligand-binding domain. HEK293 GAL4-hgDAF12 UAS-luciferase reporter, agonist luminescence; normalized to butyrate control. activation, % at 6.8 µM. actives 1.8% (n = 370,000). AID 687014;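 active = activation above a cutoff set at the mean of all screened compounds plus 3 SD, cut at about 10% in these data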;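 note: 0% = DMSO wells and 100% = sodium butyrate wells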
SMARCA2 act: SMARCA2 function activation, primary screen | MG213 cells, MMTV-luciferase reporter, dexamethasone, overnight | activation, % at 9.1 µM | actives 1% (n = 370,000) | AID 652017; in the data active = activation above about 7.8%;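 note: 0% = vehicle wells and 100% = reference activator wells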
GC-A act: GC-A (human) enzyme activation; actives 0.14% (n = 370,000); P16066; HEK293 GC-A cells, cGMP TR-FRET, EC30 ANP; 0% at EC30 ANP, 100% saturating ANP; activation, % at 10 µM; in the data active = activation above about 40%
* = called active by the depositor. This is a random part of the collection (roughly 6.8% active in at least one column).

What do the screens show for `CCCOc1ccc(C(O)C(CN2CCOCC2)c2ccccc2)cc1` (configuration not stated)?
DAX1 inh-1: -0.4; FXN GAA850 act: 1.1; DAX1 inh-2: -0.5; ADAM17 inh: -5; PG9 binder: -0.4; ssDAF12 agonist: -1.3; ADAM10 inh: -3; hcDAF12 agonist: -0.3; hgDAF12 agonist: -2.9; SMARCA2 act: -2; GC-A act: 1

How did Cc1noc(C)c1-c1ccc(C(=O)NCc2ccccc2)c2occc12 do in these assays?
DAX1 inh-1: -0.3; FXN GAA850 act: 1.6; ADAM17 inh: 0; PG9 binder: -0.8; ssDAF12 agonist: -1.1; ADAM10 inh: -19; hcDAF12 agonist: -0.5; hgDAF12 agonist: -2.9; SMARCA2 act: 2; GC-A act: 12

What do the screens show for `C=CCN1C(=O)C(Cc2ccc(C)cc2)S/C1=N/N=C/c1ccco1` (configuration not stated)?
DAX1 inh-1: -0.5; FXN GAA850 act: 2.2; DAX1 inh-2: 0.0; ADAM17 inh: 5; PG9 binder: -2.0; ssDAF12 agonist: -1.5; ADAM10 inh: 7; hcDAF12 agonist: 1.4; hgDAF12 agonist: 0.0; SMARCA2 act: -2; GC-A act: -3

What do the screens show for `N#Cc1ccc(NC(=O)CNc2cc(S(=O)(=O)N3CCOCC3)ccc2NCC2CCCO2)cc1` (configuration not stated)?
DAX1 inh-1: -1.5; FXN GAA850 act: 0.3; DAX1 inh-2: -1.5; ADAM17 inh: -4; PG9 binder: -0.5; ssDAF12 agonist: -1.4; ADAM10 inh: 1; hcDAF12 agonist: -0.2; hgDAF12 agonist: -4.6; SMARCA2 act: 1; GC-A act: -1

How did O=C(CSc1nnc(CNC(=O)c2ccco2)o1)Nc1cccc(F)c1 do in these assays?
DAX1 inh-1: 1.3; FXN GAA850 act: 1.9; DAX1 inh-2: -0.4; ADAM17 inh: 2; PG9 binder: 0.0; ssDAF12 agonist: -1.1; ADAM10 inh: 8; hcDAF12 agonist: 0.8; hgDAF12 agonist: 2.4; SMARCA2 act: -2; GC-A act: 2

Results for O=C(CCS(=O)(=O)c1ccccc1)Nc1ccc(-c2nc3ccccc3s2)c(O)c1 ?
DAX1 inh-1: 2.0; FXN GAA850 act: 6.7; DAX1 inh-2: 1.6; ADAM17 inh: -4; PG9 binder: 26*; ssDAF12 agonist: -0.4; ADAM10 inh: -7; hcDAF12 agonist: 0.7; hgDAF12 agonist: 8.9; SMARCA2 act: 2; GC-A act: 10

Results for O=C(Nc1ccc(S(=O)(=O)Nc2ncccn2)cc1)C(F)(F)F ?
DAX1 inh-1: -0.1; FXN GAA850 act: 1.3; DAX1 inh-2: -0.5; ADAM17 inh: -3; PG9 binder: 0.4; ssDAF12 agonist: -0.4; ADAM10 inh: -1; hcDAF12 agonist: -1.9; hgDAF12 agonist: 1.7; SMARCA2 act: -2; GC-A act: 1

How did O=C1CSC(=Nc2cccc(Cl)c2Cl)N1 do in these assays?
DAX1 inh-1: -0.7; FXN GAA850 act: -1.7; DAX1 inh-2: 0.2; ADAM17 inh: -2; PG9 binder: 0.7; ssDAF12 agonist: -0.6; ADAM10 inh: 6; hcDAF12 agonist: -1.0; hgDAF12 agonist: -1.0; SMARCA2 act: -1; GC-A act: 6

What do the screens show for `Cc1ccnc(NC(=O)CCN2C(=O)c3ccccc3S2(=O)=O)n1`?
DAX1 inh-1: 2.0; FXN GAA850 act: 1.2; DAX1 inh-2: 4.0; ADAM17 inh: -2; PG9 binder: 1.7; ssDAF12 agonist: -1.3; ADAM10 inh: -20; hcDAF12 agonist: 0.1; hgDAF12 agonist: -1.1; SMARCA2 act: -5; GC-A act: -2

What do the screens show for `Cc1ccccc1-n1c(=O)c2ccccc2n2c(=O)[nH]nc12`?
DAX1 inh-1: -0.2; FXN GAA850 act: 6.5; DAX1 inh-2: -0.3; ADAM17 inh: -5; PG9 binder: -0.7; ssDAF12 agonist: -0.7; ADAM10 inh: -2; hcDAF12 agonist: -1.6; hgDAF12 agonist: -2.4; SMARCA2 act: 0; GC-A act: -1

Results for Cc1ccc(NC(=O)CCn2c(=O)c3cccn3c3ccccc32)c(C)c1 ?
DAX1 inh-1: -0.1; FXN GAA850 act: -1.1; DAX1 inh-2: -0.2; ADAM17 inh: 3; PG9 binder: -1.7; ssDAF12 agonist: -1.1; ADAM10 inh: 2; hcDAF12 agonist: -2.2; hgDAF12 agonist: 1.7; SMARCA2 act: -3; GC-A act: -11

What do the screens show for `CC(=O)Nc1ccc(NS(=O)(=O)Cc2ccccc2)cc1`?
DAX1 inh-1: 0.2; FXN GAA850 act: -0.4; DAX1 inh-2: -0.8; ADAM17 inh: 5; PG9 binder: -1.7; ssDAF12 agonist: -0.6; ADAM10 inh: 3; hcDAF12 agonist: -2.6; hgDAF12 agonist: 1.3; SMARCA2 act: -2; GC-A act: 0

Results for COc1ccc(C2(NC(C)=O)CCN(C(=O)c3ccco3)CC2)cc1 ?
DAX1 inh-1: -0.1; FXN GAA850 act: 0.5; DAX1 inh-2: -0.9; ADAM17 inh: -2; PG9 binder: -1.4; ssDAF12 agonist: -1.5; ADAM10 inh: 5; hcDAF12 agonist: -0.3; hgDAF12 agonist: 0.2; SMARCA2 act: -2; GC-A act: -3

How did CC1CC2(C)Oc3ccccc3C3OCC1(CO)C(C)C32 (configuration not stated) do in these assays?
DAX1 inh-1: -0.3; FXN GAA850 act: -1.1; DAX1 inh-2: -0.2; ADAM17 inh: 0; PG9 binder: -1.5; ssDAF12 agonist: -0.6; ADAM10 inh: 8; hcDAF12 agonist: -1.2; hgDAF12 agonist: -2.6; SMARCA2 act: 3; GC-A act: 1

How did COc1ccc(C)cc1NC(=O)COCC(=O)O do in these assays?
DAX1 inh-1: -0.1; FXN GAA850 act: -0.4; DAX1 inh-2: 1.1; ADAM17 inh: -7; PG9 binder: 1.4; ssDAF12 agonist: -1.5; ADAM10 inh: -1; hcDAF12 agonist: -0.5; hgDAF12 agonist: 0.6; SMARCA2 act: -2; GC-A act: -1

What do the screens show for `COCCN1Cc2cc(C(=O)OC)c3c(c2C1=O)c1cc(F)ccc1n3S(=O)(=O)c1ccc(C)cc1`?
DAX1 inh-1: 0.1; ADAM17 inh: -4; PG9 binder: 0.4; ssDAF12 agonist: -0.9; ADAM10 inh: -3; hcDAF12 agonist: -1.6; hgDAF12 agonist: 1.9; SMARCA2 act: -3; GC-A act: -1

What do the screens show for `O=C(c1ccccc1Cl)N(Cc1ccc(Cl)c(Cl)c1)N1C(=O)CCCC1=O`?
DAX1 inh-1: 0.7; FXN GAA850 act: 1.7; DAX1 inh-2: -2.5; ADAM17 inh: -1; PG9 binder: -1.1; ssDAF12 agonist: -1.5; ADAM10 inh: 3; hcDAF12 agonist: -2.5; hgDAF12 agonist: -0.2; SMARCA2 act: -1; GC-A act: -3

What do the screens show for `COc1ccc(C)cc1NC(=O)c1nn(C)c(C(=O)Nc2cc(C)ccc2OC)c1[N+](=O)[O-]`?
DAX1 inh-1: -0.1; FXN GAA850 act: 1.2; DAX1 inh-2: 0.8; ADAM17 inh: -3; PG9 binder: -1.1; ssDAF12 agonist: -0.4; ADAM10 inh: -4; hcDAF12 agonist: -1.0; hgDAF12 agonist: 0.6; SMARCA2 act: -3; GC-A act: 2

What do the screens show for `CC(C)(C)C(=O)Nc1cc(S(=O)(=O)Nc2ccc(Cl)cc2)ccc1O`?
DAX1 inh-1: 0.0; FXN GAA850 act: -0.2; DAX1 inh-2: 4.3*; ADAM17 inh: 3; PG9 binder: -2.7; ssDAF12 agonist: -0.9; ADAM10 inh: -3; hcDAF12 agonist: -2.4; hgDAF12 agonist: -3.3; SMARCA2 act: -2; GC-A act: 2

Results for Cc1nn(C)c(C)c1S(=O)(=O)N1CCCC(C(=O)NCCc2ccc(Cl)cc2)C1 (configuration not stated) ?
DAX1 inh-1: -0.6; FXN GAA850 act: -2.0; DAX1 inh-2: -1.1; ADAM17 inh: -1; PG9 binder: 2.3; ssDAF12 agonist: -0.4; ADAM10 inh: -4; hcDAF12 agonist: 5.2; hgDAF12 agonist: -2.0; SMARCA2 act: 0; GC-A act: 1

How did CCCCN(C(=O)c1c(C)noc1C)c1c(N)n(CCC)c(=O)[nH]c1=O do in these assays?
DAX1 inh-1: 0.1; FXN GAA850 act: -0.1; DAX1 inh-2: 1.1; ADAM17 inh: -5; PG9 binder: 2.2; ssDAF12 agonist: -1.0; ADAM10 inh: -5; hcDAF12 agonist: 0.2; hgDAF12 agonist: 1.2; SMARCA2 act: -4; GC-A act: 1

What do the screens show for `Cc1nc2sc(C(c3cccs3)N3CCOCC3)c(O)n2n1` (configuration not stated)?
DAX1 inh-1: 0.9; FXN GAA850 act: 0.7; DAX1 inh-2: -0.5; ADAM17 inh: -1; PG9 binder: 1.5; ssDAF12 agonist: -1.3; ADAM10 inh: -8; hcDAF12 agonist: -0.6; hgDAF12 agonist: 3.3; SMARCA2 act: -4; GC-A act: 0

Results for CCCCS(=O)CC(COC)OC(=O)c1ccccc1 (configuration not stated) ?
DAX1 inh-1: -0.5; FXN GAA850 act: 0.5; DAX1 inh-2: -0.6; ADAM17 inh: -4; PG9 binder: -0.5; ssDAF12 agonist: -0.9; ADAM10 inh: 7; hcDAF12 agonist: -1.0; hgDAF12 agonist: -1.0; SMARCA2 act: 6; GC-A act: -1

Results for O=C(N/N=C/c1cc(Br)cc([N+](=O)[O-])c1O)c1ccc(NC(=O)c2ccc(F)cc2)cc1 ?
DAX1 inh-1: -0.3; FXN GAA850 act: -0.9; DAX1 inh-2: 0.0; ADAM17 inh: 4; PG9 binder: -2.7; ssDAF12 agonist: -1.0; ADAM10 inh: 11; hcDAF12 agonist: -1.5; hgDAF12 agonist: 2.5; SMARCA2 act: -3; GC-A act: -7

What do the screens show for `CSc1ccccc1NS(=O)(=O)c1ccccc1`?
DAX1 inh-1: -0.5; FXN GAA850 act: 1.2; DAX1 inh-2: -1.4; ADAM17 inh: -5; PG9 binder: 0.2; ssDAF12 agonist: -1.4; ADAM10 inh: -12; hcDAF12 agonist: -1.1; hgDAF12 agonist: -0.3; SMARCA2 act: -2; GC-A act: -1

How did Cc1cc(Cl)ccc1OCC(=O)Nc1nc(-c2cccs2)cs1 do in these assays?
DAX1 inh-1: -0.5; FXN GAA850 act: 2.0; DAX1 inh-2: -0.8; ADAM17 inh: 0; PG9 binder: -1.1; ssDAF12 agonist: -0.7; ADAM10 inh: 11; hcDAF12 agonist: -1.6; hgDAF12 agonist: -2.2; SMARCA2 act: -1; GC-A act: 0

What do the screens show for `CN(Cc1ccccc1)C(=O)CN(C1CCCCC1)S(C)(=O)=O`?
DAX1 inh-1: -0.5; FXN GAA850 act: 1.1; DAX1 inh-2: 1.0; ADAM17 inh: -3; PG9 binder: 0.2; ssDAF12 agonist: -1.3; ADAM10 inh: 2; hcDAF12 agonist: -0.5; hgDAF12 agonist: -0.4; SMARCA2 act: 3; GC-A act: -1

How did CCc1ccc(C2=CSC3=NCCN23)cc1 do in these assays?
DAX1 inh-1: 0.0; FXN GAA850 act: 1.9; DAX1 inh-2: 1.2; ADAM17 inh: -2; PG9 binder: -2.1; ssDAF12 agonist: -1.1; ADAM10 inh: 3; hcDAF12 agonist: -2.4; hgDAF12 agonist: 0.7; SMARCA2 act: 0; GC-A act: 0

Assay outcomes: PubChem BioAssay, several laboratories
